Compound activity deposited in PubChem BioAssay by several laboratories.
DSG3 Ab inh: inhibitors of pemphigus antibody binding to human desmoglein-3 | DSG3-coupled beads, scFv-anti-DSG3-GFP binding, flow cytometry; active compounds read low | AID 588358 | P32926 | binding (percent of control), % at 10 µM | 310,000 tested, 0.48% active;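 active means binding more than 3 SD below its plate's average and above zero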;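 further: hits lower antibody fragment binding to DSG3; some compounds called inactive have numbers as strong as hits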
Target sequence (P32926 whole entry, looked up, the tested form may be a part): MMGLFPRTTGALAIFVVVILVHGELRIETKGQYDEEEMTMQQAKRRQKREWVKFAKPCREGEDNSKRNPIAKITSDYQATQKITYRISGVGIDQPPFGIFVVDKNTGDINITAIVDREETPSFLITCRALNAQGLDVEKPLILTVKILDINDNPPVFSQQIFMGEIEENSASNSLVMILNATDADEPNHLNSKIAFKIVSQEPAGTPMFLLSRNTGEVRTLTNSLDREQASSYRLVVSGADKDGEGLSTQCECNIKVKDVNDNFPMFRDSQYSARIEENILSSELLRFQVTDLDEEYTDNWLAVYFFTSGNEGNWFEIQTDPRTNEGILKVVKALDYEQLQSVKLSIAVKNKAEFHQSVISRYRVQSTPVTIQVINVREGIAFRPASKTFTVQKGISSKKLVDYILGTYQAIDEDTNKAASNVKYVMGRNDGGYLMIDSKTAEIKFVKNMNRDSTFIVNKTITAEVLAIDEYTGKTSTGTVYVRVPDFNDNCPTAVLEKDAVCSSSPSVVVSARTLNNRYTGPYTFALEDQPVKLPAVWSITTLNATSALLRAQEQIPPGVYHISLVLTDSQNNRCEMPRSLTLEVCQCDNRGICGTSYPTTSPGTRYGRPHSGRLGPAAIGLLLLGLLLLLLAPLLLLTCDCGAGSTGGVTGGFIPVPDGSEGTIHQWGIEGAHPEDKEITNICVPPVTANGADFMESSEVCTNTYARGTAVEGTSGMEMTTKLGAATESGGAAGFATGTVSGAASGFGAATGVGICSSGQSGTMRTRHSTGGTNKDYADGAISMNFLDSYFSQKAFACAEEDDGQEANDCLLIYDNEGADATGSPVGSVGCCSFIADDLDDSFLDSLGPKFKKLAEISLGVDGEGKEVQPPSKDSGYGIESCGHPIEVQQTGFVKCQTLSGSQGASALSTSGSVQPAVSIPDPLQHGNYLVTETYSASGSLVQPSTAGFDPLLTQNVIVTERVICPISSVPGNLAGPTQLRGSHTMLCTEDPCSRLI
CAL PDZ FP-1: blocks peptide binding to the human CAL PDZ domain | Q9HD26 | purified CAL PDZ, TMR-peptide fluorescence polarization, 1 h | inhibition, % at 24.9 µM | 300,000 tested, 0.92% active | AID 602252;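 active means mean inhibition of at least 30% with at least half of replicates also reaching 30%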;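 further: 0% = DMSO neutral control and 100% = excess unlabeled competitor peptide PRC23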
LANA DNA inh: blocks KSHV LANA C-terminal domain binding to DNA; 340,000 tested, 0.078% active; inhibition, % at 9 µM; MBP-C-LANA/FAM-LBS DNA binding, fluorescence polarization;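 active means highest replicate inhibition at or above 60% at 9 µM, even if other replicates fall short; inactive means all replicates below 60% inhibition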;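 further: 0% = neutral control wells and 100% = 4 µM acridine orange control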
CAL PDZ FP-2: human CAL PDZ-peptide interaction inhibition; Q9HD26; purified CAL PDZ, TMR-peptide fluorescence polarization, 1 h; inhibition, % at 20 µM; 330,000 tested, 0.02% active; AID 504414;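 active means highest replicate inhibition of at least 40%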;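 further: plate controls were DMSO neutral control wells for no effect and unlabeled competitor peptide control wells for full effect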
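Material – purified CerCALP PDZ construct · Detection – FP readout, S and P plane fluorescence · Measure – percent inhibition from loss of millipolarization · Controls – unlabelled peptide for full inhibition, DMSO wells as neutral · Probe or stimulus – TMR-labelled reporter peptide T*-PRC34 bound in PDZ groove · Times – 1 h at RT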
NSD2 inh: NSD2 (human) methyltransferase inhibition. 310,000 tested, 0.54% active. AID 743445. NSD2 peptide methylation, AlphaScreen, 120 min. inhibition, % at 12.5 µM; in the data active means inhibition above about 50%
Arr AP2 block: blocks beta-arrestin peptide binding to AP2 adaptin; FITC-arrestin peptide / GST-AP2 beads, flow cytometry; AP2 beta2 appendage carries R879A mutation; inhibition, % at 10 µM; 340,000 tested, 0.31% active; AID 504490;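 active means inhibition above a set limit, near 3 SD of compounds lacking own fluorescence, cut at about 54% in these data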;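 further: plate controls were DMSO wells for no effect and 5 µM unlabelled arrestin peptide for full effect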
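Material – AP2 appendage R879A on GSH beads · Buffer or medium – PBS with 0.05% Tween 20 and 0.1% BSA · Probe or stimulus – fluorescein-tagged arrestin peptide at 50 nM final · Incubation – compound with beads 12 min RT, then probe 1 h RT · Detection – high-throughput flow cytometry of beads, ex 488, em 535 nm · Evaluation – percent response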
RTF Ca sens inh: cardiac RTF calcium desensitization. P19429+P45379. IANBD-labeled cardiac RTF, Ca2+ fluorescence. inhibition, % at 7.15 µM. 340,000 tested, 0.12% active;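 active means inhibition above the mean inhibition of all tested compounds plus 3 SD, cut at about 17% in these data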;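 further: assay run at fixed EC70 calcium of 1.6 mM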
DAGLB inh: diacylglycerol lipase beta (human) inhibition | AID 504411 | HEK293T DAGLB membrane lysate, EnzChek fluorogenic substrate | 340,000 tested, 0.059% active | inhibition, % at 5.17 µM | Q8NCG7; in the data active means inhibition above about 34%;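 further: 0% = enzyme with vehicle and 100% = wells lacking enzyme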
V-ATPase pHluor: alters yeast V-ATPase proton transport. response, % at 10 µM. 350,000 tested, 0.37% active. S. cerevisiae, pHLuorin cytosolic pH fluorescence; in the data active means response mostly above about 7.3%, no sharp cut-off; inactive means mostly below about 5.4%; further: actives read high; inactives centre near 0; some compounds called inactive have numbers as strong as hits
Keap1 Nrf2 FP: inhibitors of human Keap1-Nrf2 protein-protein interaction; 340,000 tested, 0.15% active; inhibition, % at 9.4 µM; AID 504523; Q14145; Keap1 Kelch-Nrf2 peptide fluorescence polarization, 1536-well; in the data active means inhibition above about 12%;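 further: human Keap1 Kelch domain with fluorescein labeled Nrf2 9mer peptide probe; 0% = neutral control wells and 100% = peptide positive control; higher means more block of Keap1 binding to Nrf2 peptide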
Starred values were filed as active, the others as inactive; i = inactive; . = not tested or not shown.

A first look (5 entries):
SMILES	DSG3 Ab inh	CAL PDZ FP-1	LANA DNA inh	CAL PDZ FP-2	NSD2 inh	Arr AP2 block	RTF Ca sens inh	DAGLB inh	V-ATPase pHluor	Keap1 Nrf2 FP
CC(=O)NC(Cc1ccccc1F)C(=O)NC1CCN(C(=O)NCc2ccccc2)CC1 (stereo not given)	105	-5	-0.3	0.1	-3	-2	-3	-2	2	1
CC(C)CC(NC(=O)C(NC(=O)OC(C)(C)C)C(C)C)C(=O)NC(CCC(=O)OCc1ccccc1)C(N)=O (stereo not given)	.	-4	1.3	0.6	-1	-8	9	3	1	1
CCC(C)[C@H]1COCCS(=O)(=O)N1Cc1ccc(Cl)cc1Cl (stereo not given in full)	97	-4	-0.1	-1.0	.	-6	7	-7	12	-4
O=C(Cc1nc2ccccc2[nH]1)c1cccc([N+](=O)[O-])c1	87	-2	0.0	-0.8	0	1	-8	4	0	-8
CCOc1cc(/C=C2/N=C(C)C(C(=O)OC)=C2O)ccc1O	99	.	-6.6	0.2	9	-8	-1	0	-2	-13

Main list, from the first entry:
SMILES	DSG3 Ab inh	CAL PDZ FP-1	LANA DNA inh	CAL PDZ FP-2	NSD2 inh	Arr AP2 block	RTF Ca sens inh	DAGLB inh	V-ATPase pHluor	Keap1 Nrf2 FP
CC(=O)NC(Cc1ccccc1F)C(=O)NC1CCN(C(=O)NCc2ccccc2)CC1 (stereo not given)	105	-5	-0.3	0.1	-3	-2	-3	-2	2	1
CC(C)CC(NC(=O)C(NC(=O)OC(C)(C)C)C(C)C)C(=O)NC(CCC(=O)OCc1ccccc1)C(N)=O (stereo not given)	.	-4	1.3	0.6	-1	-8	9	3	1	1
CCC(C)[C@H]1COCCS(=O)(=O)N1Cc1ccc(Cl)cc1Cl (stereo not given in full)	97	-4	-0.1	-1.0	.	-6	7	-7	12	-4
O=C(Cc1nc2ccccc2[nH]1)c1cccc([N+](=O)[O-])c1	87	-2	0.0	-0.8	0	1	-8	4	0	-8
CCOc1cc(/C=C2/N=C(C)C(C(=O)OC)=C2O)ccc1O	99	.	-6.6	0.2	9	-8	-1	0	-2	-13
COc1cc(CNC2CCCCC2OC)cc(OC)c1 (stereo not given)	105	.	-1.1	-3.5	0	0	-10	2	1	-1
O=C(CN1CCN(CCC(=O)Nc2ccccc2F)CC1)Nc1ccc(Cl)cc1	104	2	-3.2	0.0	-1	9	-12	-5	-4	5
CN(CCC#N)C(=O)c1cc2c(Cl)nc3ccccc3c2s1	107	-1	1.8	-1.8	1	7	-6	1	3	-7
CCCNS(=O)(=O)c1ccc(CCC(=O)NCC2CCCO2)cc1 (stereo not given)	102	2	0.9	-0.6	1	30	9	-2	-1	6
Cc1ccc2nc(-c3ccc(NC(=O)Cc4cccs4)cc3)[nH]c2c1	96	0	1.0	-2.1	.	21	-2	0	-2	0
Cc1cc(C)c(NC(=O)Cn2cnc3c(oc4ccccc43)c2=O)c(C)c1	98	1	-1.3	-0.3	-5	7	5	-2	-1	-4
Cc1ccc(C)c2c1c1ccccc1n2C	.	-6	-1.6	0.2	.	-21	-8	-6	1	2
CCCn1c(SCC(=O)Nc2cccc(NC(C)=O)c2)nnc1C(C)C	89	0	0.6	.	0	6	-10	-3	0	1
CN(C)S(=O)(=O)c1cccc(NC(=O)COC(=O)/C=C/c2ccco2)c1	114	-3	0.6	-1.9	-1	14	-9	0	-1	-1
CCCCN(C)CCCNC(=O)C1CC(=O)N(Cc2ccc(OC)cc2)C1 (stereo not given)	101	-1	-0.7	1.2	.	-1	-5	-1	-1	-3

Six entries drawn at random from those above, as already listed:
SMILES	DSG3 Ab inh	CAL PDZ FP-1	LANA DNA inh	CAL PDZ FP-2	NSD2 inh	Arr AP2 block	RTF Ca sens inh	DAGLB inh	V-ATPase pHluor	Keap1 Nrf2 FP
CCCNS(=O)(=O)c1ccc(CCC(=O)NCC2CCCO2)cc1 (stereo not given)	102	2	0.9	-0.6	1	30	9	-2	-1	6
CN(C)S(=O)(=O)c1cccc(NC(=O)COC(=O)/C=C/c2ccco2)c1	114	-3	0.6	-1.9	-1	14	-9	0	-1	-1
CC(C)CC(NC(=O)C(NC(=O)OC(C)(C)C)C(C)C)C(=O)NC(CCC(=O)OCc1ccccc1)C(N)=O (stereo not given)	.	-4	1.3	0.6	-1	-8	9	3	1	1
CCCCN(C)CCCNC(=O)C1CC(=O)N(Cc2ccc(OC)cc2)C1 (stereo not given)	101	-1	-0.7	1.2	.	-1	-5	-1	-1	-3
Cc1ccc2nc(-c3ccc(NC(=O)Cc4cccs4)cc3)[nH]c2c1	96	0	1.0	-2.1	.	21	-2	0	-2	0
CCC(C)[C@H]1COCCS(=O)(=O)N1Cc1ccc(Cl)cc1Cl (stereo not given in full)	97	-4	-0.1	-1.0	.	-6	7	-7	12	-4

Remaining list, next part.
SMILES	DSG3 Ab inh	CAL PDZ FP-1	LANA DNA inh	CAL PDZ FP-2	NSD2 inh	Arr AP2 block	RTF Ca sens inh	DAGLB inh	V-ATPase pHluor	Keap1 Nrf2 FP
CC1=NN(c2ccc(N)cc2)C(=O)C1	71	0	-0.2	-0.9	5	17	3	6	-3	-1
O=C(c1cn(Cc2ccccc2)nc1-c1ccc(Cl)cc1)N1CCN(c2ccccn2)CC1	104	.	0.8	-1.2	-3	6	-2	-3	-1	-1
NC(=S)N/N=C/c1cn(-c2ccccc2)nc1-c1cccnc1	102	-6	0.2	-2.6	27	15	0	3	0	2
COc1cc2c(cc1OC)C(c1ccccc1)N(C(=O)c1ccco1)CC2 (stereo not given)	108	.	1.9	-1.5	.	4	-7	-1	-2	0
COc1ccc(Cc2nc(-c3ccc(Br)o3)no2)cc1OC	106	-5	0.9	-0.5	.	1	-3	-6	-2	-1
CCCCCn1c(NC2CCCCC2)nc2c1c(=O)[nH]c(=O)n2C	101	.	-0.3	0.7	.	-9	0	6	-1	-2
Cc1cc(SCC(=O)N/N=C/c2ccc(O)c(O)c2O)c(C)cc1Br	98	-5	1.4	-2.0	.	27	-6	24	3	2
N#Cc1c(/N=C/c2ccccc2)oc(-c2ccccc2)c1-c1ccccc1	114	-1	0.2	-3.8	1	7	2	0	4	-5
CCCOc1ccc2c(C)c(CC(=O)OC)c(=O)oc2c1	105	.	1.3	-0.6	-2	3	-10	-14	-1	-9
CN(C)/C=C(/C#N)C(=O)c1cccc(Oc2ccc(C(C)(C)C)cc2)c1	.	-2	-0.4	-4.3	0	13	0	10	5	-1
CCOC(=O)c1[nH]c(C)c(C(=O)NC(C)(C)C)c1C	104	1	0.3	-1.1	1	0	-19	0	0	1
COC(=O)c1ccc(-c2ccco2)n1Cc1cccc(C)c1	.	-3	0.6	0.5	-3	1	-13	-6	-5	-4
CCN(C(=O)CN1CCC(C)CC1)c1c(N)n(Cc2ccccc2)c(=O)[nH]c1=O	98	.	-0.8	-0.7	2	18	-9	3	1	-2
CCCCn1c(N)c(N(CCOC)C(=O)CSc2n[nH]c(-c3ccc(OC)cc3)n2)c(=O)[nH]c1=O	111	2	-0.2	1.6	1	-21	-2	0	-2	-2
Cc1cccc(C(=O)Nc2ccccc2NC(=O)c2cccc(C)c2)c1	104	-4	-1.5	-1.7	-4	4	-8	-8	2	-2
CCOC(=O)N1CCN(C(=O)COc2ccccc2OC)CC1	109	-3	-1.1	-2.1	1	1	-1	-1	2	2
O=S(=O)(NCc1cccnc1)c1cccs1	81	0	0.8	-2.1	3	14	-12	-3	-1	-7
CCN(CC)c1ccc(C(=C2C=CC(=[N+](CC)CC)C=C2)c2ccc(S(=O)(=O)O)cc2S(=O)(=O)[O-])cc1	101	-8	6.1	-1.6	21	4	1	7	0	-4
CC(c1ccc2ccccc2c1)c1ccccc1C(=O)O (stereo not given)	105	.	.	.	0	.	.	-3	0	.
CCN1Cc2c(/C=C/c3ccccc3)nc3ccc(OC)cc3c2N(c2cccc(Cl)c2)C1	87	-6	0.7	0.7	.	8	-7	-6	-1	-8
CCN1C(=O)c2ccccc2Sc2ccc(C(=O)NCCCN(CC(C)C)CC(C)C)cc21	98	-2	-1.9	-2.9	0	18	-14	0	-2	-5
CN(C)c1ccc(C(C(=O)NCC2CCCO2)N(Cc2ccccc2)C(=O)c2snc(C(N)=O)c2N)cc1 (stereo not given)	.	-2	-1.6	-0.9	7	1	-5	1	4	-1
NC(=O)c1ccccc1NC(=S)NC(=O)c1ccc(Br)o1	95	-1	-1.9	-0.4	3	19	5	-1	-1	-1
N#CC1C(=O)NC(N2CCN(c3ccccc3)CC2)=NC12CCCCC2 (stereo not given)	106	-4	-0.1	.	1	-9	-1	0	-1	0
Cc1cccc(N/N=C2/COC(C)(C)CC2=O)c1	94	-2	-0.2	-2.0	0	11	-10	-4	2	-3
CN(C)S(=O)(=O)c1ccc(N2CCCC2)c(C(=O)NNC(=O)c2ccc(F)cc2)c1	104	.	0.1	-1.6	-1	2	-9	-3	-3	-5
COCCCNc1c2c3c(cccc3[nH]c1=O)C(=O)c1ccccc1-2	122	.	184*	7.5	.	12	i	i	-1	167*
Cc1cccc(NC(=O)NC2CCCCCCC2)c1	.	-3	0.4	-2.0	0	-2	0	-3	-3	3
COCCN(CCOC)Cc1c(O)ccc2c3c(c(=O)oc12)CCC3	.	-2	-0.2	-0.3	-3	35	-2	-1	-6	-4
CCN(CC)CC(=O)c1c[nH]c2ccc(C)cc12	.	3	-1.6	-0.7	3	-4	1	-2	0	2
CCN(CC)c1ccc(/C=N/NC(=O)C(O)c2ccccc2)cc1 (stereo not given)	96	-6	0.8	-1.0	4	-3	-10	0	2	-1
Nc1ccc(-c2cc3ccccc3c(=O)o2)cc1	103	-1	-1.1	0.0	.	5	-3	2	0	0
Cc1onc(-c2ccccc2)c1C(=O)NC1CCC(C)CC1 (stereo not given)	101	-3	-1.1	-0.7	-4	-4	5	-2	0	3
COc1cccc(OCCSc2nnc3sc4ccccc4n23)c1	108	-4	0.0	-1.8	-1	15	-9	-4	2	-8
Cc1c(C)c2cc(Cl)c(OCC(=O)NCCCn3ccnc3)cc2oc1=O	108	-1	0.9	-2.6	-3	-5	-5	4	-2	-7
COc1ccc(NC(=O)Cn2nnc(C(=O)Nc3ccccc3C)c2N)cc1	82	-3	-1.3	-1.0	-2	4	-1	-2	1	3
O=S1(=O)N=C(N/N=C/C=C/c2ccccc2)c2ccccc21	103	-4	1.0	-1.1	-4	34	2	5	1	1
O=C(CNC(=S)NC(=O)c1ccc(F)cc1)c1ccccc1	93	-2	0.4	0.2	-5	7	-1	-5	-1	-1
Cc1cc(C)cc(NC(=S)NC2CC3CCCC(C2)N3C2CC2)c1 (stereo not given)	96	.	0.2	-2.2	4	13	-3	0	-4	-8

Not all compounds are listed, so the mix of outcomes need not match the whole.
